Assay outcomes from PubChem BioAssay.
cardiac RTF act = increases calcium sensitivity of human cardiac regulated thin filaments; P19429+P45379; IANBD-labeled TnC RTF fluorescence at EC20 calcium; 0% EC20 calcium, 100% full calcium; activation, % at 7.2 µM; 340,000 compounds, 0.24% hits; AID 493008;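 active = activation above the mean over all tested compounds plus 3 SD, cut at about 30% in these data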;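 also: rise in fluorescence read as greater calcium sensitivity of cardiac thin filaments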
HTR5A inv ag = HTR5A inverse agonism, opioid heterodimer counter-screen | P47898 | HTR5A cell line, luminescence | inhibition, % at 9.3 µM | 340,000 compounds, 0.083% hits | AID 504634; in the data active = inhibition mostly above about 23%, no sharp cut-off; inactive = mostly below about 18%;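 also: 0% = cells with DMSO and 100% = no-cell wells with DMSO; some compounds called inactive have numbers as strong as hits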
Target sequence (P47898 whole entry, looked up): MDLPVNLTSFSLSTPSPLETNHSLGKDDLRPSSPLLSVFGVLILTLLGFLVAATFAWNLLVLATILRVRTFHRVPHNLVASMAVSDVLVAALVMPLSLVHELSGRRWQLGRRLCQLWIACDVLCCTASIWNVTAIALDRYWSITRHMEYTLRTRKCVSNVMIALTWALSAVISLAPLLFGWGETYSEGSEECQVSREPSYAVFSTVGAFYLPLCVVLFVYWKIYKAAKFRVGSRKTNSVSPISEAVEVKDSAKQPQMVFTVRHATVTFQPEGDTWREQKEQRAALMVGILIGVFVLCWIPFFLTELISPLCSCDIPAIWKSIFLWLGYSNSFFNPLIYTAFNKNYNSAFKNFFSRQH
HTR5A ag = counter-screen for OPRM1-OPRD1 agonists: human HTR5A agonism. P47898. HTR5A agonist assay, luminescence, cell-based. activation, % at 9.3 µM. 340,000 compounds, 0.61% hits. AID 504692; in the data active = activation mostly above about 9.5%, no sharp cut-off; inactive = mostly below about 7.6%;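 also: 0% = cells with vehicle only and 100% = reference agonist; strong numbers were not always called active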
OPRM1-OPRD1 inv = inverse agonists of human mu-delta opioid receptor heterodimerization; P35372+P41143; 340,000 compounds, 0.21% hits; AID 504357; cell-based MOR-DOR heterodimer luminescence, inverse agonism; inhibition, % at 9.3 µM; in the data active = inhibition above about 22%, passing the limit was not always enough;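 also: 0% = cells with DMSO and 100% = wells without cells with DMSO; values of inactives mirror those of a sister screen read the other way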
OPRM1-OPRD1 ag = agonists of human mu-delta opioid receptor heterodimerization; cells, OPRM1-OPRD1 heterodimerization, luminescence; activation, % at 9.3 µM; 340,000 compounds, 0.3% hits; AID 504326; in the data active = activation above about 18%;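 also: 0% = vehicle-treated cells and 100% = reference agonist; values of inactives mirror those of a sister screen read the other way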
C-LANA FP = blocks KSHV LANA C-terminal domain binding to DNA | MBP-C-LANA/FAM-LBS DNA binding, fluorescence polarization | inhibition, % at 9 µM | 340,000 compounds, 0.078% hits;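 active = highest replicate inhibition at or above 60% at 9 µM, even if other replicates fall short; inactive = all replicates below 60% inhibition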;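 also: 0% = neutral control wells and 100% = 4 µM acridine orange control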
Keap1-Nrf2 PPI = inhibitors of human Keap1-Nrf2 protein-protein interaction. Keap1 Kelch-Nrf2 peptide fluorescence polarization, 1536-well. Q14145. 340,000 compounds, 0.15% hits. inhibition, % at 9.4 µM; in the data active = inhibition above about 12%;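 also: human Keap1 Kelch domain with fluorescein labeled Nrf2 9mer peptide probe; 0% = neutral control wells and 100% = peptide positive control; higher means more block of Keap1 binding to Nrf2 peptide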
Target sequence (Q14145 whole entry, looked up, the tested form may be a part): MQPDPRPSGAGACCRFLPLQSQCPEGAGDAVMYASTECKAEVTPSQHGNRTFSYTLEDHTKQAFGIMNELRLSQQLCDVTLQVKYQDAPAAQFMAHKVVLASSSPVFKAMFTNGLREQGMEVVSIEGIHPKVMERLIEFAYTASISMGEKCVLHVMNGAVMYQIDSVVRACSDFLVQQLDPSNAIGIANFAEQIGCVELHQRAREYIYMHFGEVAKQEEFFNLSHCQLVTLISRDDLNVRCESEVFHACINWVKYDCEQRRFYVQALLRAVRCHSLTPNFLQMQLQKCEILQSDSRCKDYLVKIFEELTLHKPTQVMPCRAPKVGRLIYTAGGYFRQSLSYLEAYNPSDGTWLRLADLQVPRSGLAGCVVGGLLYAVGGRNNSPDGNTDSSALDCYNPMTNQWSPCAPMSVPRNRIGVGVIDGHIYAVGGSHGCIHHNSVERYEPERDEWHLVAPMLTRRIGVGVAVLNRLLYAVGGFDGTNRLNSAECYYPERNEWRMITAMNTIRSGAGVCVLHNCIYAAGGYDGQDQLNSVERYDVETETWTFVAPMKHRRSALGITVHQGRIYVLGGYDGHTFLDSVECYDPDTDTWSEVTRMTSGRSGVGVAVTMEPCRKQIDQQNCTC
RTF Ca sens inh = cardiac RTF calcium desensitization | P19429+P45379 | 340,000 compounds, 0.12% hits | inhibition, % at 7.15 µM | IANBD-labeled cardiac RTF, Ca2+ fluorescence;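 active = inhibition above the mean inhibition of all tested compounds plus 3 SD, cut at about 17% in these data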;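 also: assay run at fixed EC70 calcium of 1.6 mM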
CAL-PDZ inh HTS = CAL PDZ (human) peptide binding inhibition | Q9HD26 | 300,000 compounds, 0.92% hits | purified CAL PDZ, TMR-peptide fluorescence polarization, 1 h | inhibition, % at 24.9 µM;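 active = mean inhibition of at least 30% with at least half of replicates also reaching 30%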;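 also: 0% = DMSO neutral control and 100% = excess unlabeled competitor peptide PRC23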
V-ATPase pH = alters yeast V-ATPase proton transport. S. cerevisiae, pHLuorin cytosolic pH fluorescence. response, % at 10 µM. 350,000 compounds, 0.37% hits. AID 504577; in the data active = response mostly above about 7.3%, no sharp cut-off; inactive = mostly below about 5.4%; also: actives read high; inactives centre near 0; some compounds called inactive have numbers as strong as hits; reference of the scale not given here
Starred values were filed as active, the others as inactive; x = no result given.

Structure,V-ATPase pH,RTF Ca sens inh,OPRM1-OPRD1 ag,CAL-PDZ inh HTS,OPRM1-OPRD1 inv,C-LANA FP,HTR5A inv ag,Keap1-Nrf2 PPI,cardiac RTF act,HTR5A ag
CCCCn1c(-c2ccccc2)nnc1-c1ccccc1,4,-2,-0.8,1,5,-2.0,8,-2,14,4
COc1ccc(C2=[N+]([O-])C(C)(C)C(c3ccccc3)=N2)cc1,1,-10,1.1,-2,-6,2.0,-4,4,8,1
Cc1ccc(C(=O)OCCOc2cccc(Cl)c2)cc1S(=O)(=O)N1CCOCC1,-1,-9,1.6,-3,-10,0.4,11,-1,0,-4
CCOC(=O)c1cnn(-c2cc(Oc3cccc(C)c3)ncn2)c1N,9,0,3.2,-5,-18,1.7,-22,-4,15,-1
CN(C)c1ccc(/C=N/NC(=O)CNC(=O)/C=C/c2ccccc2)cc1,-1,2,-3.0,-3,16,0.2,2,0,-5,-3
Cc1nc(Nc2ccccc2C)c2cnn(C)c2n1,2,3,-2.0,1,10,-1.3,-2,-1,-5,1
O=P(CCO)(c1ccccc1)c1ccccc1,0,-10,-2.6,1,13,-1.0,-2,-5,2,1
COc1ccc2cc(CN(Cc3ccco3)C(=S)NCC3CCCO3)c(=O)[nH]c2c1 (configuration not stated),0,-9,-0.7,-2,4,1.6,3,3,3,-1
COc1ccccc1NC(=S)N1CCC(NC(=O)NC23CC4CC(CC(C4)C2)C3)CC1,-1,1,1.3,-2,-8,0.3,-7,-3,7,3
COc1ccc(S(=O)(=O)N2CCOCC2)cc1NC(=O)CCOc1ccc(C(C)(C)C)cc1,0,-9,0.8,-3,-5,0.1,6,-5,-16,-2
O=C(Cc1ccc([N+](=O)[O-])cc1)NCc1cccnc1,0,2,-3.0,-2,15,15,-26,-6,-1,7
COc1ccccc1N(CC(=O)N1CCC(C(N)=O)CC1)S(=O)(=O)c1ccccc1,3,-8,0.0,4,0,-0.3,0,-2,-6,0
O=C(NC(=S)N1CCN(Cc2ccccc2)CC1)c1cccnc1,-2,-1,-2.8,0,14,-1.3,21,-4,0,1
COc1ccccc1N1CCN(C(=O)C2CCN(S(=O)(=O)c3ccccc3F)CC2)CC1,-1,-1,-2.6,-2,10,-2.5,-16,-3,1,6
Cc1cc(=O)oc2c(C)c(OC(=O)c3ccco3)ccc12,-1,-5,-2.7,1,15,0.2,-5,-1,-2,1
CCN1CC(CN(C)Cc2nc(-c3ccc(Cl)cc3)no2)CC1=O (configuration not stated),3,-11,2.5,-2,-13,-0.9,3,-6,2,-4
COc1ccc(C(C(=O)NC2CCCC2)N(C(=O)c2ccoc2C)c2ccccc2)cc1 (configuration not stated),1,-3,-1.1,-2,7,-0.3,-3,-3,-5,1
Cc1cccn2c(=O)c3cc(C(=O)NCCC4=CCCCC4)n(C)c3nc12,-1,-8,-1.4,1,7,1.1,3,4,1,-1
O=C(CCc1nc(-c2ccccc2)c(-c2ccccc2)o1)OCc1ccc(Br)cc1,6,1,-1.0,-1,6,-3.3,-16,-3,-2,5
CN1C2CCC1CC(NC(=O)c1cc(Cl)cc3[nH]cnc13)C2 (configuration not stated),1,-4,2.5,-1,-14,1.4,20,-4,3,-2
CCCCN1C(=O)c2ccc(C(=O)NC3(C)CCS(=O)(=O)C3)cc2C1=O (configuration not stated),0,-8,-2.4,-11,10,-0.6,8,-2,-2,-3
Cc1ccc(C)c(NC(=O)CS(=O)(=O)c2cccc3nsnc23)c1,5,-18,-1.7,3,9,-0.6,8,0,-2,-3
CC(C)(C)NC(=O)C(c1ccc(-c2ccccc2)cc1)N(C[C@H]1CC[C@@H]([C@@H]2CC[C@H](CO)O2)O1)C(=O)c1ccc(-c2ccccc2)cc1 (some centres not stated),-1,-12,1.8,-9,-9,0.6,-2,2,1,0
O=S(=O)(NCCCc1ccccc1)c1ccc(Cl)cc1,-5,7,-0.1,-4,1,0.4,-6,-3,2,2
Cc1ccc(S(=O)(=O)NC(=O)Nc2ccc(N(C)C)cc2)cc1,-4,9,-1.2,3,6,-1.8,26,-3,1,7
COc1cc(CN(C)C)cc(C=O)c1O,3,-8,-0.6,-2,3,-4.4,-2,-3,-1,1
COc1cc2c(cc1OC)C(c1cc([N+](=O)[O-])ccc1O)NCC2 (configuration not stated),-1,2,-1.3,-8,7,-2.4,-7,0,4,-1
Cc1ccc(C(=O)NC(C(=O)NC2CCCC2)c2ccccc2)cc1 (configuration not stated),3,-11,0.1,-3,-1,1.8,-3,-5,-6,1
Cc1c(C)c2ccc(OCC(=O)NCCCn3ccnc3)c(C)c2oc1=O,0,2,-3.5,-2,19,-0.6,16,-1,-6,0
CC1CCN(C(C)C(=O)Nc2cc(S(=O)(=O)N3CCCCC3)ccc2Cl)CC1 (configuration not stated),5,1,-2.5,-1,10,-2.1,-14,-7,1,-1
CCCNC(=O)C(Cc1ccccc1)NS(=O)(=O)c1cccc2nsnc12 (configuration not stated),2,-11,-2.8,-4,15,0.2,-20,1,0,3
Cc1cc(C)n(-c2ccc(Cl)c(C(=O)OCC(=O)N3CCCCC3C)n2)n1 (configuration not stated),-1,2,-2.9,x,12,0.2,0,-2,1,1
COc1cc(/C=C/C(=O)OCC(=O)NC(=O)NC(C)(C)C)ccc1O,4,-5,-2.0,-2,10,0.8,-38,-2,11,1
CCOC(=O)C1=C(COC(=O)CCOc2ccc(OCC)cc2)NC(=O)NC1C (configuration not stated),3,-8,1.4,-4,-6,-0.8,16,-9,2,-7
Cc1ccccc1NC(=O)Cn1c(=O)oc2ccccc21,6,-1,-0.8,-5,4,-1.8,3,-1,-4,-1
CS(=O)(=O)N1CCCC(C(=O)Nc2ccccc2Cl)C1 (configuration not stated),0,-4,-2.9,-8,15,0.5,5,-3,-4,-1
CCCCNC(=S)N/N=C/c1ccc(OCC(=O)Nc2c(C)cc(C)cc2C)c(OC)c1,-1,-19,4.4,-1,-31,-0.6,0,0,2,0
CC(C)c1ccc(N2CC(C)(C)C2=O)cc1,-8,-1,0.4,6,-2,1.2,-1,2,1,0
CCCNC(=O)C1CC(c2cccc(F)c2)=NO1 (configuration not stated),0,-4,0.1,2,0,1.5,-3,-5,-6,1
CCCCn1c(N)c(N(CC(C)C)C(=O)CSc2nn(-c3ccc(F)cc3)c(=S)s2)c(=O)[nH]c1=O,-7,-6,-4.3,-4,17,0.4,2,-1,-1,-2
CCOC(=O)C1=C(C)NC(=O)NC1c1ccccc1Cl (configuration not stated),3,2,-2.0,-2,11,2.1,-31,-3,1,-2
O=C(Nc1nsc(-c2ccccc2)n1)c1cccs1,3,-2,-2.7,-2,14,2.0,10,-4,1,-4
C=CCSc1nnc(NC(=O)Cn2cnc3c2c(=O)n(C)c(=O)n3C)s1,-2,-9,x,2,x,0.8,x,-6,8,x
COc1ccccc1CC(NC(C)=O)C(=O)NC1CCN(C(=O)Nc2ccc(F)cc2)CC1 (configuration not stated),4,1,0.2,-1,-1,-1.9,-19,-2,-1,1
O=C(NNC(=O)c1ccccc1O)c1ccc(S(=O)(=O)Nc2ccccc2F)cc1,5,-17,-0.9,-1,4,0.3,-12,-3,-4,4
CCn1cc(C(=O)NCCCN(CC(C)C)CC(C)C)c(=O)c2cc(S(=O)(=O)N(C)C3CCCCC3)ccc21,4,-6,-2.2,-3,11,-1.6,-13,-2,1,3
CN(Cc1ccccc1)C(=O)CCS(=O)(=O)c1ccc2c(c1)NC(=O)CS2,-2,-4,-2.9,-5,15,-0.3,16,4,2,0
CCn1cc(C(=O)OCC(=O)Nc2cc(S(=O)(=O)N(C)C)ccc2C)c(=O)c2ccc(C)nc21,-4,-7,-2.3,-7,14,0.5,-21,-4,1,8
COc1cccc(CC(=O)Nc2cc(S(=O)(=O)N3CCOCC3)ccc2N2CCOCC2)c1,0,-6,4.7,0,-21,-2.5,17,0,-2,1
CC(=O)NS(=O)(=O)c1ccc(NC(=O)C(Sc2ccccc2)c2ccccc2)cc1 (configuration not stated),-1,1,-2.1,-22,11,1.6,11,6,-3,-5
C[C@H]1CN=C(Nc2ccccc2)N1CCc1ccc(F)cc1,-1,-2,-1.6,0,9,0.0,4,2,-7,-1
COc1ccc(NS(=O)(=O)c2cccc(NC(=O)c3ccc(S(=O)(=O)N4CCCCCC4)cc3)c2)cc1,1,-4,-1.9,x,10,1.6,4,2,-9,9
CCC(=O)N1CCN(c2ccc(NC(=O)c3ccccc3)cc2)CC1,3,-5,-0.2,-4,1,-0.4,9,0,-8,-3
C=CCn1c(-c2cc(-c3ccc(C)cc3)nc3ccccc23)n[nH]c1=S,-3,-6,6.2,x,-31,1.1,20,0,3,3
COc1ccc(-c2cc(C(F)(F)F)nc(SCC(=O)N(C)Cc3cn(C)nc3C)n2)cc1OC,-1,-1,0.4,-3,-3,1.3,3,1,-2,-1
O=C(CCC(=O)Nc1ccccc1)NNC(=O)COc1ccccc1,-1,-12,-1.2,-1,5,0.4,18,-6,1,2
COc1ccc(-c2oc(=O)c3cc(OC)c(OC)cc3c2-c2ccc3c(c2)OCO3)cc1,-1,0,-3.3,0,19,4.8,-12,4,1,6
Cc1ccc(OC(=O)c2ccc(C)c([N+](=O)[O-])c2)cn1,1,5,-3.8,x,19,-1.0,9,-7,-3,-3
CCOc1ccccc1-c1noc(CCCC(=O)NC2CCCCC2)n1,-1,0,-1.7,-6,10,-0.2,7,-1,-2,-3
Cc1ccccc1NC(=O)CCSc1nnnn1-c1ccccc1,x,-7,0.9,-3,-5,2.3,-3,2,-2,-2

Following part
Structure,V-ATPase pH,RTF Ca sens inh,OPRM1-OPRD1 ag,CAL-PDZ inh HTS,OPRM1-OPRD1 inv,C-LANA FP,HTR5A inv ag,Keap1-Nrf2 PPI,cardiac RTF act,HTR5A ag
O=C(O)c1cc(Cl)c2ccccc2c1O,3,2,-2.6,1,11,1.0,-5,-3,2,2
COCCSc1nnc(NC(=O)C2CC(=O)N(C3CCCC3)C2)s1 (configuration not stated),3,4,-0.3,-4,2,0.4,2,3,-5,2
Cc1c(C(=O)NCC2CCCO2)oc2ccc(S(=O)(=O)N3CC(C)CC(C)C3)cc12 (configuration not stated),1,-1,-1.2,x,7,-0.5,-16,-4,4,5
O=C(Nc1ccc(CN2CCOCC2)cc1)c1ccc(-c2cccc(Cl)c2)o1,2,-4,1.8,89*,-10,-0.4,-19,-6,-1,8
CCC(=O)c1ccc(/C=C/c2nc3ccccc3n2C)o1,3,4,-0.8,-3,5,1.5,-7,-3,0,3
O=C(CSc1nnc2ccc(-c3ccccn3)nn12)Nc1ccccc1F,1,-4,-2.4,-2,15,0.2,-25,2,-8,9
CCc1c(C)nc2nc(SCc3ccccc3Cl)[nH]n2c1=O,2,5,-3.6,-3,16,1.5,5,3,0,-1
CCCNC(=S)NNC(=O)c1cccs1,3,-9,-0.6,-4,3,-0.4,4,3,2,4

This is a random part of the collection (roughly 2.8% active in at least one column).
